RXFP1 antagonist: RXFP1 (human) relaxin receptor antagonism. HEK293-RXFP1, relaxin-stimulated cAMP HTRF, 30 min; hits give low values. activity change, negative = inhibition, % at 57.5 µM. 0.59% of 350,000 active. AID 1259400;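 active means activity change of -60% or lower, but not beyond a set lower limit; inconclusive means change between -60% and -40%, or beyond the set limit; inactive means change above -40%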; further: on the % scale 0 is the no-effect control and ±100 the full control effect
D1 potentiator: human D1 dopamine receptor positive modulation; 0.036% of 360,000 active; potentiation, % at 10 µM; HEK293 TREx D1 cells, calcium flux, dopamine EC20 potentiation; AID 504651; in the data active means potentiation above about 30%; further: 0% is about no effect
D2 PAM: D2 dopamine receptor (human) potentiation; P14416; HEK293 T-REx D2, calcium flux, EC20 dopamine potentiation; potentiation, % at 10 µM; 0.34% of 340,000 active;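 active means potentiation over 3 SD above the plate norm, cut at about 30% in these data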; further: 0% is about no effect
Target sequence (P14416 whole entry, looked up): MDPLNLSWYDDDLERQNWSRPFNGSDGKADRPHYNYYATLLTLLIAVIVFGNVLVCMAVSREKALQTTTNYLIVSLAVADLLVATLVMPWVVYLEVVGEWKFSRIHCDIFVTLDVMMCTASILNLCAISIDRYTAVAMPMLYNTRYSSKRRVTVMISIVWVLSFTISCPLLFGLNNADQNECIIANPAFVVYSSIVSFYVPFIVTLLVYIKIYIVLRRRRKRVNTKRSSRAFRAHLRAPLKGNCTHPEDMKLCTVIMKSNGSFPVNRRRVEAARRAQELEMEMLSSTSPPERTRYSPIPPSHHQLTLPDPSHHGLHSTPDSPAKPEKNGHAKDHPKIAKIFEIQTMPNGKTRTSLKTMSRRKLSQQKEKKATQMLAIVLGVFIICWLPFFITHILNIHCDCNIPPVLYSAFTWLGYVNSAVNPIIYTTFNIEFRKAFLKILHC
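Cells plated with tetracycline inducer and held overnight at 30 C; calcium dye loaded 30–90 min at room temperature; baseline taken, compound added and read 180 s; EC20 dopamine then added and read 180 s.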
D1 ag: agonists of human D1 dopamine receptor; P21728; HEK293 T-REx D1 cells, calcium flux, agonist mode; activation, % at 2 µM; 1% of 360,000 active; in the data active means activation above about 30%; further: 0% is about no effect
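Agonism was scored from calcium flux recorded over 180 s (1 read/s) after pintool compound addition, following a 10-cycle baseline. Cells were inducible force-coupled HEK293 TREx D1, plated overnight at 30 C and loaded with no-wash calcium dye.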
D2 ag: agonists of human D2 dopamine receptor. P14416. HEK293 T-REx D2 cells, calcium flux agonist mode. 0.53% of 340,000 active. activation, % at 2 µM;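 active means activation over 3 SD above normal in the single-dose calcium agonist read, cut at about 30% in these data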; further: 0% is about no effect
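Tetracycline-induced HEK293 T-REx cells with force-coupled D2 receptor, plated overnight at 30 C, loaded with no-wash calcium dye. After a 10 s baseline, compound was pin-added and calcium flux read kinetically for 180 s; calcium rises flagged agonists.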
TRHR PAM: TRH receptor (human) allosteric enhancement; P34981; 0.66% of 360,000 active; enhancement, % at 2 µM; TRHR cells, fluo-8 calcium fluorescence, EC20 TRH enhancement; in the data active means enhancement above about 30%; further: 0% is about no effect
Target sequence (P34981 whole entry, looked up): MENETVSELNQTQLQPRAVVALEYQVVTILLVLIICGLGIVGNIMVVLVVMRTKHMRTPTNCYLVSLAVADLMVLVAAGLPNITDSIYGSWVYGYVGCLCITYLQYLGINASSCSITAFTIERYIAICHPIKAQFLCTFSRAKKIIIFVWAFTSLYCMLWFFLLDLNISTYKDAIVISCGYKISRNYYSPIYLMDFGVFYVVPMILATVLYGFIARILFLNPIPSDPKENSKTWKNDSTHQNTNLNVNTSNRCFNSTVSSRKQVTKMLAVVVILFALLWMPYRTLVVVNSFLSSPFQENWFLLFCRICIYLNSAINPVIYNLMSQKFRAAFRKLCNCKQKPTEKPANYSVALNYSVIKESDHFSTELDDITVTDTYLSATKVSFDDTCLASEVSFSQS
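TRHR-expressing cells loaded with fluo-8 calcium dye were read kinetically (ex 480/em 530) during compound addition, then stimulated with an EC20 of TRH (10 nM final). Enhancement of the Gq-mediated intracellular calcium response was scored.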
RXFP1 ag: RXFP1 (human) receptor agonism. HEK293T-RXFP1 cAMP TR-FRET, 30 min; response scale: percent of porcine relaxin response, buffer zero. Q9HBX9. AID 2676. Potency, µM (top dose mostly 57.5 µM), inactives show top-dose activation, most hits filed as activators. 0.3% of 370,000 active; active means well fitted activation curve with a large enough effect; inconclusive means small, poorly fitted or top-dose-only effect; further: potency means the concentration at half of the fitted maximal effect; on the % scale 0 is the no-effect control and ±100 the full control effect; nearly all actives have a fitted effect of over 60% in size; many of its hits are not listed in these tables
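Agonist response is measured as cAMP accumulation in an RXFP1-transfected HEK293T line under PDE4 inhibition. Values are scaled between buffer-only and 29 nM porcine relaxin, and EC50s come from standard Hill equation fits.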
D1 antagonist: antagonists of human D1 dopamine receptor; HEK293 TREx D1 cells, calcium flux, dopamine EC80; hits give low values; 3.2% of 360,000 active; activity change, negative = inhibition, % at 10 µM; AID 504652; P21728; in the data active means activity change below about -30%; further: on the % scale 0 is the no-effect control and ±100 the full control effect
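Cells carrying a force-coupled, tetracycline-inducible human D1 receptor report calcium flux. Each well gets a 10 s baseline, compound with 180 s monitoring, then an EC80 dopamine stimulus with a second 180 s kinetic read.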
D2 antagonist: antagonizes the human D2 dopamine receptor; P14416; HEK293 TREx D2 cells, calcium flux, dopamine EC80; inhibition, % at 10 µM; 2% of 340,000 active; AID 485344; in the data active means inhibition above about 30%; further: 0% is about no effect
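Antagonism is scored as inhibition of an EC80 dopamine-evoked calcium signal in a force-coupled, tetracycline-inducible HEK293 T-REx D2 line, with compound present 180 s before agonist.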
Numbers without * were called inactive; ? = inconclusive; . = not tested or not shown. Some of the compounds tested; the hit share may differ from the screen's.

entry | canonical_smiles | D2 antagonist | D2 ag | D2 PAM | RXFP1 ag | D1 ag | D1 antagonist | RXFP1 antagonist | D1 potentiator | TRHR PAM
1 | Cn1nnnc1SCCNCc1ccccc1F | -15 | -0.3 | 19 | 0.5% | -3 | -2 | -2 | -1 | 3
2 | NC(=O)CC(NC(=O)c1ccc(Br)cc1)c1ccc(N2CCC(Br)CC2)c([N+](=O)[O-])c1 (configuration not stated) | 20 | -0.7 | -4 | 1.7% | 3 | 3 | . | 3 | 5
3 | CC(O)CCc1ccc(O)cc1 (configuration not stated) | 5 | 0.5 | 11 | 0.5% | 3 | -7 | 2 | -2 | 6
4 | Cc1ccc(C(C)C)c(OCC(=O)Nc2ccc3c(c2)nc(CCN2CCCCC2)n3C)c1 | -19 | 2.2 | -23 | 4.8% | 3 | 11 | -61* | -19 | 8
5 | O=C(NC1CCCC1)c1cc(-c2ccccc2Cl)on1 | 50* | -0.7 | -13 | 0.9% | 4 | -2 | -20 | -9 | -4
6 | COc1ccc(-c2nc(Cn3c(SCc4ccc(C)cc4)nc4ccncc43)c(C)o2)cc1OC | -16 | 1.4 | -8 | 1.1% | 6 | -7 | -4 | . | 7
7 | Cc1cc(-c2ccccc2)n[nH]1 | -25 | -0.3 | 6 | 3.4% | 5 | -6 | -7 | 6 | -3
8 | CC(NC(=O)c1cc2cc(Cl)ccc2oc1=N)c1ccccc1 (configuration not stated) | -6 | -0.8 | -8 | -2.6% | 2 | -20 | 6 | -2 | 14
9 | CC1(C)CC(=O)C=C(Nc2ccc(Br)cn2)C1 | -11 | 0.0 | 0 | 0.2% | 1 | 10 | -10 | 0 | -5
10 | CCSc1nnc([C@@H](NC(=O)OC(C)(C)C)C(C)C)o1 | 13 | -0.6 | -10 | 2.8% | 0 | 6 | -27 | -6 | -10
11 | Cc1ccc(CN2CC(C(=O)N3CCN(S(=O)(=O)c4c(F)cccc4F)CC3)CC2=O)cc1 (configuration not stated) | 5 | 0.6 | 10 | 0.3% | 4 | -2 | -22 | -1 | 15
12 | CCN(CC)S(=O)(=O)c1ccc(C(=O)NCc2n[nH]c(=S)n2-c2ccc(Cl)c(Cl)c2)cc1 | 6 | -1.0 | 7 | 0.8% | -3 | 3 | -64* | -3 | 5
13 | CC1CCCC(C)N1CC(O)COCc1ccccc1F (configuration not stated) | . | . | . | 0.3% | 1 | 8 | 1 | -2 | -5
14 | N#CCCn1cc(/C=N/O)c(-c2ccc(F)cc2)n1 | -1 | -0.1 | 3 | -0.6% | 1 | 4 | 0 | 11 | 3
15 | COc1ccc(C)cc1NC(=O)CN1C(=O)CCc2cc(S(=O)(=O)N3CCOCC3)ccc21 | . | -1.1 | 6 | 0.9% | 4 | -8 | . | 1 | -7
16 | O=C1CS/C(=N\N=C\c2ccco2)N1c1ccccc1 | -12 | 1.4 | 11 | 3.0% | 1 | -13 | -33 | 12 | -4
17 | CCCCS(=O)(=O)Nc1ccc2c(c1)ncn2C1CCCCC1 | 15 | 4.6 | 3 | 0.2% | 12 | -2 | 16 | 2 | -4
18 | COc1ccc(C2Nc3ccccc3C(=O)N2NS(C)(=O)=O)c(OC)c1 (configuration not stated) | -12 | 0.2 | 28 | 6.6% | 1 | 6 | 3 | 11 | 4
19 | CCCCC(CC)CNC(=O)CN1C(=O)CSc2ccc(S(=O)(=O)N3CCOCC3)cc21 (configuration not stated) | . | 0.5 | -9 | 0.4% | -4 | 15 | 6 | 3 | -8
20 | O=C(Nc1cccc(C(=O)N2CCN(c3ccc(Cl)cc3)CC2)c1)c1nsc2ccccc12 | . | 1.2 | 0 | 2.4% | 2 | -13 | -30 | 0 | -2
21 | CC1CCCCC1NC(=O)CSc1nnc(-c2ccco2)n1C (configuration not stated) | 11 | 1.1 | 8 | 4.2% | 1 | 4 | 7 | -1 | 10
22 | CN1CCN(c2ccc(S(=O)(=O)N3CCCCC3)cc2NC(=O)c2ccc(F)cc2F)CC1 | -10 | 1.1 | 4 | 2.1% | 4 | 2 | -25 | -2 | 5
23 | CCC(=O)Nc1ccc(C(=O)CSc2nnc(-c3ccccc3F)n2CCc2ccccc2)cc1 | -8 | 0.3 | 12 | 0.1% | 4 | 3 | -9 | -4 | -1
24 | CCOC(=O)c1c(-c2ccccc2)nc2c(C)cccn12 | 4 | -0.5 | 2 | 0.0% | -1 | -4 | -1 | -3 | -11
25 | COc1ccc(CCNC(=O)C(=O)NCCCN2CCOCC2)cc1 | -11 | 0.7 | 9 | 2.1% | 4 | -1 | -2 | -4 | -6

A draw from above in order of length of the SMILES, ascending.
entry | canonical_smiles | D2 antagonist | D2 ag | D2 PAM | RXFP1 ag | D1 ag | D1 antagonist | RXFP1 antagonist | D1 potentiator | TRHR PAM
3 | CC(O)CCc1ccc(O)cc1 (configuration not stated) | 5 | 0.5 | 11 | 0.5% | 3 | -7 | 2 | -2 | 6
1 | Cn1nnnc1SCCNCc1ccccc1F | -15 | -0.3 | 19 | 0.5% | -3 | -2 | -2 | -1 | 3
13 | CC1CCCC(C)N1CC(O)COCc1ccccc1F (configuration not stated) | . | . | . | 0.3% | 1 | 8 | 1 | -2 | -5
9 | CC1(C)CC(=O)C=C(Nc2ccc(Br)cn2)C1 | -11 | 0.0 | 0 | 0.2% | 1 | 10 | -10 | 0 | -5
5 | O=C(NC1CCCC1)c1cc(-c2ccccc2Cl)on1 | 50* | -0.7 | -13 | 0.9% | 4 | -2 | -20 | -9 | -4
14 | N#CCCn1cc(/C=N/O)c(-c2ccc(F)cc2)n1 | -1 | -0.1 | 3 | -0.6% | 1 | 4 | 0 | 11 | 3
21 | CC1CCCCC1NC(=O)CSc1nnc(-c2ccco2)n1C (configuration not stated) | 11 | 1.1 | 8 | 4.2% | 1 | 4 | 7 | -1 | 10
17 | CCCCS(=O)(=O)Nc1ccc2c(c1)ncn2C1CCCCC1 | 15 | 4.6 | 3 | 0.2% | 12 | -2 | 16 | 2 | -4
8 | CC(NC(=O)c1cc2cc(Cl)ccc2oc1=N)c1ccccc1 (configuration not stated) | -6 | -0.8 | -8 | -2.6% | 2 | -20 | 6 | -2 | 14
10 | CCSc1nnc([C@@H](NC(=O)OC(C)(C)C)C(C)C)o1 | 13 | -0.6 | -10 | 2.8% | 0 | 6 | -27 | -6 | -10
18 | COc1ccc(C2Nc3ccccc3C(=O)N2NS(C)(=O)=O)c(OC)c1 (configuration not stated) | -12 | 0.2 | 28 | 6.6% | 1 | 6 | 3 | 11 | 4
19 | CCCCC(CC)CNC(=O)CN1C(=O)CSc2ccc(S(=O)(=O)N3CCOCC3)cc21 (configuration not stated) | . | 0.5 | -9 | 0.4% | -4 | 15 | 6 | 3 | -8
22 | CN1CCN(c2ccc(S(=O)(=O)N3CCCCC3)cc2NC(=O)c2ccc(F)cc2F)CC1 | -10 | 1.1 | 4 | 2.1% | 4 | 2 | -25 | -2 | 5
15 | COc1ccc(C)cc1NC(=O)CN1C(=O)CCc2cc(S(=O)(=O)N3CCOCC3)ccc21 | . | -1.1 | 6 | 0.9% | 4 | -8 | . | 1 | -7
11 | Cc1ccc(CN2CC(C(=O)N3CCN(S(=O)(=O)c4c(F)cccc4F)CC3)CC2=O)cc1 (configuration not stated) | 5 | 0.6 | 10 | 0.3% | 4 | -2 | -22 | -1 | 15
2 | NC(=O)CC(NC(=O)c1ccc(Br)cc1)c1ccc(N2CCC(Br)CC2)c([N+](=O)[O-])c1 (configuration not stated) | 20 | -0.7 | -4 | 1.7% | 3 | 3 | . | 3 | 5

Next section
entry | canonical_smiles | D2 antagonist | D2 ag | D2 PAM | RXFP1 ag | D1 ag | D1 antagonist | RXFP1 antagonist | D1 potentiator | TRHR PAM
26 | CN1CCc2[nH]c3ccc(C(=O)NN)cc3c2C1 | -3 | 1.6 | -9 | -2.1% | 1 | -6 | -23 | -1 | -5
27 | CN(Cc1nc(-c2ccc3c(c2)OCO3)no1)CC1(N2CCOCC2)CCCCC1 | -2 | 0.7 | -1 | -0.2% | 1 | 5 | -5 | -4 | 9
28 | CC(CCCC(C)(C)O)NC(=O)c1ccc2oc(CCc3ccccc3)nc2c1 (configuration not stated) | -3 | -0.7 | -5 | 0.1% | 7 | 4 | 6 | -1 | -2
29 | Cc1ccc(S(=O)(=O)N(CC(=O)Nc2ccccc2C(=O)O)c2cccc(Cl)c2C)cc1 | 8 | -0.8 | 7 | 1.6% | 3 | 4 | 9 | -5 | 1
30 | COc1ccc(Nc2nc3c(S(=O)(=O)c4ccccc4)nnn3c3ccsc23)cc1OC | . | 0.0 | -3 | -0.3% | 0 | 1 | 0 | 0 | 3
31 | Cc1ccc(NC(=O)c2ncoc2-c2ccco2)cc1Cl | . | 3.8 | -1 | 0.9% | 8 | 27 | . | 2 | -8
32 | O=C(Nc1ccc(F)cc1F)c1csc(-c2ccncc2)n1 | 18 | -0.4 | 1 | 1.3% | 1 | 12 | -20 | -3 | 4
33 | CCNC(=O)NC(=O)C(C)OC(=O)c1oc2ccc(OC)cc2c1C (configuration not stated) | 9 | -0.2 | -2 | 4.2% | 3 | -3 | -12 | -4 | -4
34 | COc1ccc(C2CC(c3ccc([N+](=O)[O-])cc3)=NN2C(C)=O)cc1 (configuration not stated) | -2 | 0.0 | -10 | -0.2% | 6 | -25 | -6 | -6 | -4
35 | CSc1nc(Oc2ccc(=O)[nH]n2)nc(N(C)C)n1 | 0 | -0.2 | 9 | -0.5% | 2 | 4 | -2 | 2 | 8
36 | CC(C)(C)OC(=O)N1CCN(c2ccc([N+](=O)[O-])cc2)CC1 | 0 | -0.6 | -7 | 1.0% | 4 | -22 | -7 | -4 | 3
37 | O=C(CNS(=O)(=O)c1ccc(Br)cc1)N1CCN(Cc2ccccc2)CC1 | 8 | 0.8 | -9 | -0.1% | 7 | -9 | -10 | -1 | 6
38 | O=c1c2ccccc2ncn1Cc1cccc2ccccc12 | 4 | -0.1 | 14 | -0.7% | 5 | -8 | -4 | 6 | -9
39 | Fc1ccc2nc(C(F)(F)F)cc(N3CCOCC3)c2c1 | 0 | 0.0 | 14 | 0.0% | 1 | 3 | 4 | -1 | 7
40 | CN(CC(=O)Nc1ccccc1Cl)C1CCS(=O)(=O)C1 (configuration not stated) | -4 | 0.2 | 7 | -0.7% | 2 | -13 | -2 | 14 | 5
41 | COc1ccc(CCNC(=O)CN2c3cccc4cccc(c34)S2(=O)=O)cc1 | 17 | -0.8 | -3 | 2.0% | 4 | -4 | . | -7 | -2
42 | O=C(O)CSc1ncnc2scc(-c3ccc(Br)cc3)c12 | -3 | 0.6 | 1 | ? | 3 | -19 | 2 | 0 | 2
43 | CCN(CC)CCN1C(=O)C(O)=C(C(C)=O)C1c1ccccc1 (configuration not stated) | -13 | -0.4 | 4 | 0.0% | 3 | -12 | . | -2 | -3
44 | C#CCOCCOCCOCCNc1nc(N2CCN(C(=O)[C@H]([C@@H](C)CC)n3cc([C@@H](N)CO)nn3)CC2)nc(N2CCN(C(=O)[C@H]([C@@H](C)CC)n3cc([C@@H](N)Cc4ccc(O)cc4)nn3)CC2)n1 | -11 | -0.3 | 1 | -1.0% | 2 | -22 | . | -1 | 2

High-throughput results as filed in PubChem.
